PAX8 reporter – lowers PAX8-driven luciferase in RMG-I cells | RMG-I TPO-luciferase reporter, SteadyGlo, 24 h | inhibition, % at 12.6 µM | 360,000 compounds, 1.2% hits | AID 652154;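 active means mean replicate inhibition at least 60% with every replicate also reaching 60%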;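 further: luciferase light reporting Pax8 driven TPO promoter activity; plate controls were median of neutral control wells for no effect and mitoxantrone controls for full effect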
PglD inh – blocks C. jejuni PglD acetyltransferase activity; inhibition, % at 12.5 µM; purified PglD enzyme, DTNB colorimetric CoA detection; 360,000 compounds, 0.098% hits; in the data active means inhibition above about 16%, passing the limit was not always enough; further: strong numbers were not always called active
FN deposit inh – fibronectin deposition inhibition | inhibition, % at 12.6 µM | AH1F fibroblasts, Alexa488-fibronectin deposition fluorescence, overnight | 350,000 compounds, 0.086% hits;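 active means mean inhibition across replicates of 30% or more, regardless of how many single replicates reach that level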;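 further: positive control wells lacked labelled fibronectin entirely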
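Measured by – fluorescence 485/525 nm · System – AH1F fibroblast monolayer, labelled fibronectin deposition · Amount – 10000 cells per well · Buffer or medium – serum-reduced DMEM (2% serum) · Doses – single dose, pinned · Also added – fluorescent fibronectin at 24 nM final · Schedule – 1 h cell attachment, overnight exposure to compound and label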
Numbers without * were called inactive.

(1) CC(C)N1C2OC(C3OC4C(O3)N(C(C)C)S(=O)(=O)N4C(C)C)OC2N(C(C)C)S1(=O)=O (configuration not stated)
(2) CN(C)/C=C/c1c(C#N)c(=O)ncn1Cc1ccccc1
(3) O=C(COc1ccc2c(c1)C(=O)CC1(CCCCC1)O2)NCc1ccccc1
(4) COc1ccc(-c2cc(-c3ccccc3)nc(-c3ccc4c(c3)NC(=O)CO4)c2)cc1
(5) Cc1ccc(-c2nnc(N3CCN(C(=O)CN4CCOCC4)CC3)c3ccccc23)cc1
(6) COc1ccc(C(=O)N(CN2CCCC2=O)c2ccccc2OC)cc1OC
(7) CC(=O)Nc1nnc(SCC(=O)N2CCN(Cc3ccccc3)CC2)s1
(8) Cc1ccc(S(=O)(=O)NCCSC(C)(C)C)cc1
(9) CC(C)N(C(=O)COC(=O)c1ccccc1C(=O)N1CCN(c2ccc(F)cc2)CC1)C(C)C
(10) CC(C)n1c(=O)c2c(O)cc(=O)oc2c2ccccc21

Assay by compound | 1 | 2 | 3 | 4 | 5 | 6 | 7 | 8 | 9 | 10
PglD inh | -2 | 0 | -4 | 4 | -4 | -1 | 1 | -4 | 0 | 0
FN deposit inh | -3 | -4 | -3 | 6 | -5 | 3 | -2 | -5 | 8 | -4
PAX8 reporter | -12 | 9 | -10 | 13 | 19 | -5 | 14 | 11 | 8 | 15

Compound profiles, as listed above:
`CC(C)N1C2OC(C3OC4C(O3)N(C(C)C)S(=O)(=O)N4C(C)C)OC2N(C(C)C)S1(=O)=O` (configuration not stated) reads PglD inh = -2; FN deposit inh = -3; PAX8 reporter = -12
`Cc1ccc(S(=O)(=O)NCCSC(C)(C)C)cc1` reads PglD inh = -4; FN deposit inh = -5; PAX8 reporter = 11

The listing continues:
(11) O=C(NCc1ccccc1)c1sc(=S)n2c1[nH]c(=O)c1ccccc12
(12) COc1ccc(CCNC(=O)CCn2c(SCC#N)nc3ccccc3c2=O)cc1OC
(13) Brc1ccc2c(c1)C(c1ccc(N3CCOCC3)cc1)=NNC(c1cccs1)=N2
(14) O=C(CSc1nnc(-c2cccs2)n1-c1ccccc1)NCc1ccco1
(15) CCCc1cc(=O)[nH]c(SCc2cccc(C)c2)n1
(16) Cc1cc2n(n1)C(c1cn(-c3ccccc3)nc1C)Nc1ccccc1-2 (configuration not stated)
(17) O=C(CN1CCN(c2ccc(F)cc2)CC1)NCC1CCCO1 (configuration not stated)
(18) O=C1CC(=O)N(CCc2ccccc2)C(=O)N1CCc1ccccc1
(19) C=CCn1c(SCc2c(C)noc2C)nc2cc(C(=O)O)ccc2c1=O
(20) Cn1c(SCC(=O)NCc2cccs2)nnc1-c1cccs1

Assay by compound | 11 | 12 | 13 | 14 | 15 | 16 | 17 | 18 | 19 | 20
PglD inh | 0 | -2 | -1 | 1 | 6 | 2 | -5 | -6 | 3 | -3
FN deposit inh | -11 | -6 | -7 | 6 | -5 | -7 | 0 | 11 | 8 | -2
PAX8 reporter | -14 | 2 | 17 | 3 | 17 | -21 | -17 | 2 | 10 | 2

(21) CNC(=O)CSc1nnc(-c2cccc(S(=O)(=O)N3CCOCC3)c2)n1-c1ccc(F)cc1
(22) Cc1ccc(-n2c(-c3ccncc3)nnc2-c2cccs2)cc1
(23) Cc1ccc(NC(=O)COC(=O)CCc2c[nH]c(=O)[nH]2)cc1
(24) CCc1nc(SCC(=O)N2CCCc3ccccc32)c2oc3ccccc3c2n1
(25) COC(=O)C1=C(C)N=C2SC(C)C(=O)N2C1/C=C/c1ccccc1 (configuration not stated)
(26) CCOc1ccc(NS(=O)(=O)CC23CCC(CC2=O)C3(C)C)cc1 (configuration not stated)
(27) Cc1ccnc(SCC(=O)N2CCC(C(N)=O)CC2)n1
(28) Cc1ccc(C)c(N2CCN(S(=O)(=O)c3ccc4c(c3)oc(=O)n4C)CC2)c1
(29) CC(C)n1c(N2CCN(C(=O)c3cccs3)CC2)nc2ccccc21
(30) CCn1c(CCC(=O)Nc2cc(F)ccc2C)nc2cc(S(=O)(=O)N(C)C)ccc21

Assay by compound | 21 | 22 | 23 | 24 | 25 | 26 | 27 | 28 | 29 | 30
PglD inh | 0 | 3 | -5 | -2 | -1 | -3 | 4 | -1 | -3 | 1
FN deposit inh | 1 | -8 | 7 | -12 | -13 | 0 | 0 | 0 | 5 | 7
PAX8 reporter | -3 | -2 | 9 | 35 | 36 | 14 | 2 | 4 | 11 | 12

(31) CN(Cc1cccs1)S(=O)(=O)c1cccs1
(32) CC(C)CC(=O)N1CCN(S(=O)(=O)c2ccccc2)CC1
(33) FC(F)(F)c1nnc2sc(-c3ccco3)nn12
(34) O=C(CCN1C(=O)CSC1=O)Nc1ccccc1
(35) Cc1ccc(C(C(=O)NC2CCCCC2)N(C(=O)c2csnn2)C2CC2)o1 (configuration not stated)
(36) CC1(C)Cc2ccccc2-c2nnc(SCc3ccc(C#N)cc3)n21
(37) Cc1nn(Cc2cccc(C(=O)NCC(C)C)c2)c(C)c1Br
(38) CCOC(=O)C1=C(N)Oc2c(oc(CO)cc2=O)C1c1c(F)cccc1Cl (configuration not stated)
(39) COc1ccc(C2C(C(C)=O)=C(C)N=c3s/c(=C\c4cc(C)n(C)c4C)c(=O)n32)c(OC)c1 (configuration not stated)
(40) O=C(NCCCNC(=O)C(F)(F)C(F)F)C(F)(F)C(F)F

Assay by compound | 31 | 32 | 33 | 34 | 35 | 36 | 37 | 38 | 39 | 40
PglD inh | -1 | -4 | 1 | 4 | 0 | 0 | -1 | -7 | -6 | 0
FN deposit inh | -11 | -7 | 6 | -2 | 0 | -15 | -6 | -11 | -8 | 4
PAX8 reporter | -8 | 3 | 3 | 4 | 7 | 8 | 24 | 1 | -5 | 6

(41) COc1ccc(-c2nnn(CC(=O)N(Cc3ccccc3Cl)C(C(=O)NCC3CCCO3)c3ccco3)n2)cc1OC (configuration not stated)
(42) Cc1ccc(S(=O)(=O)N(C)CC(=O)Nc2nc3ccccc3s2)cc1
(43) COC(=O)CSc1nnc2n1C(C)(C)Cc1ccccc1-2
(44) OCCNCC(O)Cn1ccc2ccccc21 (configuration not stated)
(45) COc1ccc(Oc2nc(C)nc3c2oc2ccccc23)cc1
(46) O=C(CSc1nnc(-c2ccccc2)n1-c1ccccc1)c1cccs1
(47) CC(C)CCNC(=O)[C@@H](NC(=O)c1c(F)cccc1F)C(C)C
(48) C/C(=N\NS(=O)(=O)c1ccc(C)c([N+](=O)[O-])c1)c1cc2ccccc2o1
(49) O=S(=O)(Cc1ccccc1)N1CCN(Cc2ccc3c(c2)OCO3)CC1
(50) COc1ccc(OC)c(NC(=O)CSc2ncccn2)c1

Assay by compound | 41 | 42 | 43 | 44 | 45 | 46 | 47 | 48 | 49 | 50
PglD inh | -1 | -4 | 2 | -1 | -1 | -3 | -5 | -1 | -1 | -3
FN deposit inh | -15 | -8 | -3 | 4 | -3 | 9 | 6 | -3 | 5 | 22
PAX8 reporter | 19 | 22 | 10 | -4 | 6 | 2 | -12 | 21 | 19 | 10

(51) Cc1cc(C)n2nc(NCc3cccc(Br)c3)nc2n1
(52) Cc1nnc2sc(-c3ccccn3)nn12
(53) Cc1noc(C)c1C(=O)OCC(=O)Nc1ccccc1C(=O)NC(C)c1ccccc1 (configuration not stated)
(54) CCN(CCCNC(=O)CN(C)S(=O)(=O)c1cccc2nsnc12)c1cccc(C)c1
(55) CCCCCOc1ccc(CN2CCOCC2)cc1Cl
(56) CC(NC(=O)CSc1nnc(-c2cc3cc(Cl)ccc3o2)n1C)c1ccccc1 (configuration not stated)
(57) CCCn1c(N2CCN(CC(=O)Nc3ccc4c(c3)OCCO4)CC2)nc2ccccc21
(58) CNc1nc(CCN2C(=O)c3ccccc3C2=O)cs1
(59) O=C(O)c1ccccc1S(=O)(=O)NCC(O)COc1ccc(Br)cc1 (configuration not stated)
(60) CCCc1nccn1S(=O)(=O)c1cc(OC)ccc1OC

Assay by compound | 51 | 52 | 53 | 54 | 55 | 56 | 57 | 58 | 59 | 60
PglD inh | 0 | 4 | 7 | 0 | 2 | 2 | 2 | -10 | -2 | -1
FN deposit inh | 6 | 2 | -9 | -6 | 2 | 1 | 4 | 2 | 4 | 0
PAX8 reporter | -10 | 6 | 7 | 5 | -176 | 1 | 8 | -4 | -1 | -19

(61) Cc1cc(O)c(NC(=O)c2ccc(Br)o2)cc1C
(62) Cc1cccc(OCC(=O)Nc2ccccc2N2CCCCC2)c1
(63) CCc1ccc(-c2nc(CN3CCCC(C(=O)NCCc4ccc(OC)c(OC)c4)C3)c(C)o2)cc1 (configuration not stated)
(64) C=CCSc1nnnn1-c1ccc(OC)cc1
(65) CCOC(=O)N1CCC(n2c(SCC(=O)Nc3ccccc3OC)nc3ccccc3c2=O)CC1
(66) CCOC(=O)c1cccc(NC(=O)CSc2nnc(COc3ccccc3)n2CC)c1
(67) Cn1c(=O)[nH]c(=O)c2c1nc(NCCCn1ccnc1)n2Cc1ccc(F)cc1
(68) Cc1ccc(CC(CC(=O)NCCc2ccc3c(c2)OCO3)C(=O)O)cc1 (configuration not stated)
(69) C/C(Cl)=C/Cn1c(NCCCn2ccnc2)nc2c1c(=O)[nH]c(=O)n2C
(70) O=C(Cn1cc(C(=O)c2cccs2)c2ccccc21)NC1CCCCC1

Assay by compound | 61 | 62 | 63 | 64 | 65 | 66 | 67 | 68 | 69 | 70
PglD inh | 0 | -2 | -3 | -3 | -4 | 0 | -2 | 2 | -5 | 1
FN deposit inh | 4 | -1 | 4 | 10 | -10 | -4 | 2 | 10 | 12 | 0
PAX8 reporter | -23 | 22 | 5 | -6 | 46 | 3 | 10 | -6 | -3 | -14

(71) CCC1(C)Cc2c(sc3nc4n(c(=O)c23)CCCS4)CO1 (configuration not stated)
(72) O=C(c1ccc(F)cc1)c1c[nH]c(C(=O)NCc2cccnc2)c1
(73) O=C(O)c1ccc(-n2nnnc2SCc2ccccc2)cc1
(74) CCOC(=O)CN(C(=O)CNC(=O)c1cccs1)C(C(=O)NC1CCCCC1)c1cccnc1 (configuration not stated)
(75) CCC(OC(=O)c1cccs1)C(=O)NCc1ccc2c(c1)OCO2 (configuration not stated)
(76) N#Cc1nc(-c2cccc3ccccc23)oc1NCCN1CCCCC1
(77) CCn1c(COc2ccccc2C)nnc1SCC(=O)OC
(78) Cn1nnnc1SCC(=O)Nc1ccc(Oc2ccccc2)cc1
(79) CCCCCCP(=O)(O)c1ccccc1
(80) COc1ccc(OC)c(NC(=O)CN2C(=O)c3ccccc3S2(=O)=O)c1
(81) COc1cc(OC)cc(C(=O)Nc2c(F)cccc2F)c1

Assay by compound | 71 | 72 | 73 | 74 | 75 | 76 | 77 | 78 | 79 | 80 | 81
PglD inh | -6 | -1 | -1 | 5 | -8 | -3 | -17 | -1 | -6 | -5 | -1
FN deposit inh | -1 | -8 | -5 | -1 | -3 | -1 | -7 | -5 | 4 | 1 | 3
PAX8 reporter | -5 | 7 | 1 | 9 | 5 | -21 | -11 | -10 | 5 | -6 | -17

Gathered by group, the compounds so far containing a furan ring, fused or not (9)
(14) O=C(CSc1nnc(-c2cccs2)n1-c1ccccc1)NCc1ccco1
(24) CCc1nc(SCC(=O)N2CCCc3ccccc32)c2oc3ccccc3c2n1
(33) FC(F)(F)c1nnc2sc(-c3ccco3)nn12
(35) Cc1ccc(C(C(=O)NC2CCCCC2)N(C(=O)c2csnn2)C2CC2)o1 (configuration not stated)
(41) COc1ccc(-c2nnn(CC(=O)N(Cc3ccccc3Cl)C(C(=O)NCC3CCCO3)c3ccco3)n2)cc1OC (configuration not stated)
(45) COc1ccc(Oc2nc(C)nc3c2oc2ccccc23)cc1
(48) C/C(=N\NS(=O)(=O)c1ccc(C)c([N+](=O)[O-])c1)c1cc2ccccc2o1
(56) CC(NC(=O)CSc1nnc(-c2cc3cc(Cl)ccc3o2)n1C)c1ccccc1 (configuration not stated)
(61) Cc1cc(O)c(NC(=O)c2ccc(Br)o2)cc1C

Assay by compound | 14 | 24 | 33 | 35 | 41 | 45 | 48 | 56 | 61
PglD inh | 1 | -2 | 1 | 0 | -1 | -1 | -1 | 2 | 0
FN deposit inh | 6 | -12 | 6 | 0 | -15 | -3 | -3 | 1 | 4
PAX8 reporter | 3 | 35 | 3 | 7 | 19 | 6 | 21 | 1 | -23

Bioassay records (PubChem)

Not all compounds are listed, so the mix of outcomes need not match the whole.
